# Bioassay records (PubChem)
# OX1R antag-1 = antagonists of human orexin 1 receptor | O43613 | CHO/OX1R cells, Fluo-8 calcium fluorescence, orexin A | inhibition, % at 5 µM | hit rate 0.43% among 330,000 | AID 434989;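 active = inhibition above its plate's threshold, mean inhibition of all tested compounds on the plate plus 3 SD, cut at about 37% in these data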;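 also: 0% = orexin A challenge wells and 100% = SB-334867-A antagonist wells; not every result past the cut was called active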
# Target sequence (O43613 whole entry, looked up): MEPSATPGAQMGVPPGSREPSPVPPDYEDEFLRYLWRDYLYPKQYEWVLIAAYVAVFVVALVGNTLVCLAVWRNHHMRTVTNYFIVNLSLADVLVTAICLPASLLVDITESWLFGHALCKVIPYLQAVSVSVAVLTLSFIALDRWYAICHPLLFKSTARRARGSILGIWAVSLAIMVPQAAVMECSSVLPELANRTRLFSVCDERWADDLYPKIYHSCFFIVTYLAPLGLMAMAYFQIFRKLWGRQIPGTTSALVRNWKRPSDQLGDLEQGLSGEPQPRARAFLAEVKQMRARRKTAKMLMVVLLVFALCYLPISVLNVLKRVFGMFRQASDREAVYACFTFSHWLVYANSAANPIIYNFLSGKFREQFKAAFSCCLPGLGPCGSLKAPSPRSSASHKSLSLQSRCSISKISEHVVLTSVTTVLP
# OX1R antag-2 = blocks the human orexin 1 receptor; inhibition, % at 6.6 µM; OX1R-expressing cells, FRET antagonist read-out; AID 485270; hit rate 1.8% among 330,000; O43613; in the data active = inhibition mostly above about 38%, no sharp cut-off; inactive = mostly below about 40%;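 also: 0% = agonist challenge alone and 100% = reference antagonist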
# Numbers without * were called inactive.
# Sample of the layout (four entries):
SMILES,OX1R antag-1,OX1R antag-2
CC(=O)N1c2ccc(S(=O)(=O)N3CCOCC3)cc2CC1C (configuration not stated),-12,13
Cc1ccc(NC(=O)COC(=O)CNC(=O)c2ccc(C)s2)cc1,-7,29
Cc1ccn2c(NC(=O)c3ccco3)c(-c3ccccc3)nc2c1,-12,22
COCCN(Cc1nnc(-c2cccs2)o1)C(=O)CN1C(=O)NC2(CCCCC2)C1=O,-29,11

# This part in full (from the top)
SMILES,OX1R antag-1,OX1R antag-2
CC(=O)N1c2ccc(S(=O)(=O)N3CCOCC3)cc2CC1C (configuration not stated),-12,13
Cc1ccc(NC(=O)COC(=O)CNC(=O)c2ccc(C)s2)cc1,-7,29
Cc1ccn2c(NC(=O)c3ccco3)c(-c3ccccc3)nc2c1,-12,22
COCCN(Cc1nnc(-c2cccs2)o1)C(=O)CN1C(=O)NC2(CCCCC2)C1=O,-29,11
Cc1sc(NC(=O)CSc2nnc(C)c(=O)[nH]2)c(C#N)c1C,-14,4
O=C(N/N=C\c1c(F)c(F)c(F)c(F)c1F)c1ccc(-c2ccccc2)cc1,-11,5
CNC(=O)c1c(NC(=O)c2ccc(S(=O)(=O)N3CCCCC3)cc2)sc2c1CCN(C(C)C)C2,-22,10
Cc1ccc(S(=O)(=O)c2c(C)nn(-c3ccccc3)c2OC(=O)c2ccc(Br)o2)cc1,-6,4
Cc1nc2ccccn2c1/C(O)=C1\C(=O)C(=O)N(CCCN(C)C)C1c1ccc(F)cc1 (configuration not stated),7,14
N#CC(C#N)=C1C(=O)N(CCN2CCOCC2)c2ccccc21,-18,1
CC1=C(C(=O)Nc2ccccn2)C(c2cccnc2)n2nnnc2N1 (configuration not stated),-2,11
CC(=O)N/C(=N\c1nc(C)cc(C)n1)Nc1ccc(Cl)cc1Cl,-14,4
NC1=NC(c2ccc(Cl)cc2)n2c(nc3ccccc32)N1 (configuration not stated),-21,20
Cc1ccc(O)c(-c2cc(C(=O)NCc3ccncc3)[nH]n2)c1,-22,13
CC(=O)c1sc(C(C)(C)C)cc1NC(=O)/C=C/C(=O)O,-1,7
O=C1CCCN1c1nccs1,-13,3
CC(/C=C/c1ccccc1)=N\NC(=O)c1cc(C)[nH]n1,-13,7
O=C(CSc1nnnn1C1CCCC1)Nc1cccc(NC(=O)c2ccco2)c1,-28,24
CCc1cccc(N(C)C(N)=Nc2cccc3ccccc23)c1,0,5
CCOC(CNC(=O)C(=O)Nc1cc2c3c(c1)CCC(=O)N3CCC2)OCC,-21,14
CC(NC(=O)/C(=C/c1cccc([N+](=O)[O-])c1)NC(=O)c1ccco1)C(=O)O (configuration not stated),0,47
COc1cccc(OC)c1C(=O)Nc1cccc(S(=O)(=O)Nc2ccccc2Cl)c1,-2,17
Cc1ccc([N+](=O)[O-])c(OCC(O)CNC(C)(C)C)c1 (configuration not stated),-19,4
CCOC(=O)[C@H]1[C@H]2COc3ccc(C)cc3[C@@H]2N2C(=O)c3cc(F)ccc3NC(=O)[C@@]12C,-19,11
O=c1c2cc([N+](=O)[O-])cc([N+](=O)[O-])c2[nH]n1-c1ccccc1,-11,6

# Copied from the list.
# Value for CCOC(=O)[C@H]1[C@H]2COc3ccc(C)cc3[C@@H]2N2C(=O)c3cc(F)ccc3NC(=O)[C@@]12C under OX1R antag-2: 11
# Value for Cc1ccn2c(NC(=O)c3ccco3)c(-c3ccccc3)nc2c1 under OX1R antag-2: 22
# Value for O=C(CSc1nnnn1C1CCCC1)Nc1cccc(NC(=O)c2ccco2)c1 under OX1R antag-2: 24

# Rewritten bar-delimited: 2 of the compounds above.
SMILES | OX1R antag-1 | OX1R antag-2
O=C(N/N=C\c1c(F)c(F)c(F)c(F)c1F)c1ccc(-c2ccccc2)cc1 | -11 | 5
Cc1ccc(NC(=O)COC(=O)CNC(=O)c2ccc(C)s2)cc1 | -7 | 29

# Following part
SMILES,OX1R antag-1,OX1R antag-2
CCN(CC(=O)NCc1cccs1)S(=O)(=O)c1cccc(C(C)=O)c1,-24,4
CCN1CCc2c(C#N)c(NCc3ccccc3)nc(N(CC)CC)c2C1,-28,18
COc1ccc(CNCCC2(Cc3ccccc3)CC(C)N(C)CC2C)cc1OC (configuration not stated),-30,3
O=C(Nc1ccc(O)c(C(=O)O)c1)Oc1ccccc1,10,-6
CCCCOC(=O)c1cc(=O)[nH]c2ccc(C)cc12,-42,15
O=C(CN1C2CCCC1CC(NC(=O)c1ccco1)C2)Nc1ccccc1 (configuration not stated),-21,23
Cc1nn(Cc2ccccc2Cl)c2sc(C(=O)NCCCn3ccnc3)cc12,-22,2
COC(=O)C(C)Sc1ncnc2c1c(-c1ccccc1)cn2-c1ccc(OC)cc1 (configuration not stated),-17,24
CC(=O)Nc1ccc(S(=O)(=O)N2CCN(C3CCCCCCC3)CC2)cc1,-25,-5
C=CCSC1=N/C(=C\c2cc(OC)c3c(c2)OCO3)C(=O)S1,-10,11
CN(C)S(=O)(=O)c1cc(NC(=O)CN2CCN(c3ccccc3)CC2)ccc1Cl,-12,16
COc1cnc(SCc2c(Cl)cccc2Cl)nc1Cl,-22,10
COc1cccc(-c2cc(=O)c3cc(NC(=O)c4ccc(Cl)cc4)ccc3[nH]2)c1,-4,15
Cc1ccc2cc(C#N)c(N3CCN(C)CC3)nc2c1,0,10
Cc1ccc(NC2=C(Cl)C(=O)OC2OC(=O)c2ccccc2)c(C)c1 (configuration not stated),-3,12
Cc1ccc(OCCSc2cc(C)nc(N)n2)cc1,-24,14
O=C(NCc1ccc(Cl)cc1)c1cc(S(=O)(=O)N2CCCCC2)c[nH]1,-8,14
Cn1cncc1C#Cc1ccc2cc(CCCO)oc(=O)c2c1,-10,14
O=C(Nc1ccc(N2CCOCC2)cc1N1CCOCC1)c1ccc(F)cc1,-24,2
CN(C)/C=C1\C=C2C(=O)c3ccccc3N2C1=O,46*,10
O=S(=O)(NCCC1=CCCCC1)c1cccc(Br)c1,-28,25
Cc1ccc(C(=O)NCCN2CCOCC2)cc1,-95,18
Cc1ccc(NC(=O)CSCC(=O)N2CCN(Cc3ccc4c(c3)OCO4)CC2)cc1,-25,14
CN(C)/C=N/c1cc(=O)[nH]c(=O)n1C,-3,15
O=C(NC(=S)Nc1ccc(Oc2ccc(Cl)cc2)cc1)c1ccccc1,-14,14
SMILES,OX1R antag-1,OX1R antag-2
CCOC(=O)C1=C(C)N=C2c3ccccc3C(=O)C2C1c1ccc(Cl)cc1 (configuration not stated),14,15
CCn1c(SCC(=O)N/N=C/C=C/c2ccco2)nc2ccccc21,-20,46
CCOc1cccc2sc(Cl)nc12,-11,5
COc1cc2c(cc1OC)CN(CC(=O)Nc1ccc(Cl)cc1Cl)CC2,-42,13
COc1cc(/C=N/NC2=NCCCCC2)ccc1O,-7,23
O=C(Cn1cc(/C=N/O)c2ccccc21)N1CCOCC1,-7,3
Cc1nc(N)nc(C)c1Cc1ccccc1,-6,7
CC1CCC(NC(=O)CCS(=O)(=O)c2ccc3c(c2)CCN3C(=O)C2CC2)CC1 (configuration not stated),-10,20
COC(=O)C1=C(C)NC(=O)CC1c1ccccc1F (configuration not stated),-12,0
Cc1ncoc1C(=O)Nc1ccc(Oc2ccccc2)cc1,7,9
CC(C)c1nc2cc(C(=O)NC(c3cccnc3)C(F)(F)F)ccc2o1 (configuration not stated),-4,13
Cc1n[nH]c(C)c1S(=O)(=O)N1CCCC(C(=O)N2CCc3ccccc32)C1 (configuration not stated),-22,6
O=C(NOC(=O)c1cc(Br)ccc1Cl)c1cccs1,-18,12
CN1CCN(c2ccccc2NC(=S)NC(=O)c2cc3ccccc3o2)CC1,-73,4
CCn1c2ccccc2c2nn(C)c(=N)nc21,-9,43
COc1ccccc1NC(=O)/C=C\c1ccco1,4,4
O=C(N/N=C\c1ccc(COc2ccc([N+](=O)[O-])cc2)o1)c1cccc(Cl)c1,1,50
CC(=O)Nc1ccc(N/C(N)=N/c2nc(C)cc(C)n2)cc1,-18,8
CCCCNC(=O)COC(=O)c1ccc(N(C)C)cc1,-25,3
Cc1ccc(/C=C(\C#N)c2nc3ccccc3[nH]2)s1,-14,39
O=C(NNC(=O)c1ccc([N+](=O)[O-])cc1)c1ccc(NS(=O)(=O)c2cccs2)cc1,-6,29
Cc1oc(-c2ccccc2F)nc1CS(=O)CC(=O)NC1CC1 (configuration not stated),-6,19
Cc1cc(-c2ccco2)n(CC(=O)NCCCc2ccccc2)n1,-30,25
O=C(NCCO)c1nc2ccccc2s1,-18,0
Cc1ccc(NNS(=O)(=O)c2ccc(C)cc2)cc1,-23,20
SMILES,OX1R antag-1,OX1R antag-2
O=C(Cc1cccc2ccccc12)Nc1ccccc1C(=O)O,-15,12
COc1ccc(S(=O)(=O)O/N=C2\CCCc3ccccc32)cc1,-18,27
COc1cc(CCC(=O)Nc2ccc(C)c(S(=O)(=O)N3CCCCCC3)c2)cc(OC)c1OC,25,15
Cc1ccc(C)c(S(=O)(=O)N2CCCC2CNC(=O)C(=O)NCC2CCCO2)c1 (configuration not stated),-19,2
CCOC(=O)C1CCN(c2cc(C)nc3ccc(OC)cc23)CC1,-24,17
COc1ccc(OC(C)C(=O)N(C)Cc2nc(-c3ccc(OC)cc3)no2)cc1 (configuration not stated),-5,37
CC(=O)Nc1ccc(C(=O)OCc2ccc(Br)cc2)cc1,-9,17
Cc1c(NC(=O)C(C)OC(=O)c2ccc([N+](=O)[O-])s2)c(=O)n(-c2ccccc2)n1C (configuration not stated),-11,118*
Cc1cccc(OCCNC(=O)c2ccc(Oc3ccc(C(F)(F)F)cc3[N+](=O)[O-])cc2)c1,-16,28
COc1ccc(CNC(=O)COC(=O)[C@H](Cc2ccccc2)NC(=O)c2cccs2)cc1,0,7
O=C(Nc1ccc2oc(-c3ccncc3)nc2c1)c1ccc2c(c1)OCO2,-27,10
CSc1cccc(NC(=O)CCNC(=O)c2ccco2)c1,-11,11
CCCCCCCCn1c2c(c(=N)c3c1CCC3)CCCC2,30,31
Clc1nnc(N2CCCCC2)c2ccccc12,-24,13
CCCCN(CC)C(=O)CSc1cc(=O)n(C)c2ccccc12,-21,27
COc1cc(Cl)c(C)cc1NC(=O)CC1SC(N2CCOCC2)=NC1=O (configuration not stated),-1,2
COC(=O)c1cc2sccc2n1CC(=O)N1CCCc2ccccc21,-24,-1
Nc1c(C(=O)NC2CCCC2)sc2nc(-c3cccs3)ccc12,-20,23
COC(=O)c1cc(NC(=O)c2cccnc2)cc(C(=O)OC)c1,4,12
COCCn1c(-c2ccco2)csc1=Nc1cccnc1,-28,12
CC[n+]1c(C)sc2c(C)cc(C)cc21,-18,13
CCOC(=O)c1ccccc1OCc1cc(/C=N/n2cncn2)ccc1OC,-11,3
Cc1ccn2cc(C(=O)Nc3nnc(C)s3)nc2c1,-1,7
CCN(CC)S(=O)(=O)c1nnc(NC(=O)c2ccco2)s1,-2,-6
CC(NC(=O)COC(=O)CNC(=O)c1ccc(-c2ccccc2)cc1)c1ccccc1 (configuration not stated),1,14
SMILES,OX1R antag-1,OX1R antag-2
O=C(CSc1ccc(-c2ccccn2)nn1)Nc1cccc(F)c1,-17,38
C=CCn1c(=O)c(C(=O)NCc2ccccc2Cl)c(O)c2ccccc21,-38,17
CC1CC(C)CN(c2ncnc3c2cnn3-c2ccc(Cl)cc2)C1 (configuration not stated),-20,8
COc1cn(-c2ccccc2)nc1C(=O)NCc1ccccc1,-24,8
COc1ccc(-c2ccc(Nc3ccc(S(=O)(=O)N4CCCC4)cc3)nn2)cc1OC,-8,13
C=CCN(C(=O)c1csnn1)C(C(=O)NCc1ccc(F)cc1)c1cccs1 (configuration not stated),-5,23
COc1cccc(/C=C2\CC(C)Cc3c2nc2ccccc2c3C(=O)O)c1OC (configuration not stated),-20,75*
Cc1ccccc1OCc1nc(-c2ccc(NC(=O)c3ccco3)cc2)no1,-11,49
CCN(CC)S(=O)(=O)c1ccc(S(=O)(=O)N(CC(=O)Nc2ccccc2)CC2CCCO2)cc1 (configuration not stated),-37,10
COc1cc(OC)c(OC)cc1CN1CCN(S(=O)(=O)c2ccc(NC(C)=O)cc2)CC1,1,20
COc1ccc(NC(=O)CN2C(=O)COc3ccccc32)cc1OC,-11,9
CCOC(=O)C1CCCN(C2=C(NS(=O)(=O)c3ccc(Br)cc3)C(=O)c3ccccc3C2=O)C1 (configuration not stated),-12,89*
Cc1ccc(C(=O)Nc2nc(-c3ccccn3)cs2)s1,7,6
N/C(Cc1ccc(Cl)c(Cl)c1)=N\OC(=O)c1ccc(Br)o1,-18,3
CC(NC(=O)c1ccccc1F)c1nnc(SCC(=O)N2CCN(c3ccccc3)CC2)n1C (configuration not stated),-18,21
CN(C(=O)Cc1ccccc1)n1cnnc1,-9,2
O=c1[nH][nH]c(-c2ccccc2)c1C=Nc1ccc(OC(F)(F)F)cc1,-6,5
COc1cccc(CN2C(=O)CCC2(C)C(=O)NCCc2ccc(OC)c(OC)c2)c1 (configuration not stated),-27,1
O=C(N/N=C/c1cc(Cl)cc([N+](=O)[O-])c1O)c1cc(-c2ccccn2)nc2ccccc12,-25,14
Cc1ccc(NC(=O)CCCn2c(=O)oc3ccccc32)c(O)c1,-20,14
Cc1ccc(N=N/C(=C\O)C(=O)c2ccc(Cl)cc2)cc1,-18,22
Cc1cc(C)n(CC(O)COc2ccc(Cl)cc2)n1 (configuration not stated),-9,6
CCOc1ccc(NC(=O)c2cc(C3CC3)nc3c2cnn3C(C)C)cc1OC,-44,6
CC1CN(C(=O)c2ccccc2)OC(c2ccc3c(c2)OCO3)O1 (configuration not stated),-19,10

# Structures above that contain a CF3 group (three):
SMILES,OX1R antag-1,OX1R antag-2
CC(C)c1nc2cc(C(=O)NC(c3cccnc3)C(F)(F)F)ccc2o1 (configuration not stated),-4,13
Cc1cccc(OCCNC(=O)c2ccc(Oc3ccc(C(F)(F)F)cc3[N+](=O)[O-])cc2)c1,-16,28
O=c1[nH][nH]c(-c2ccccc2)c1C=Nc1ccc(OC(F)(F)F)cc1,-6,5
